HSF1 inhib: HSF1 inhibitors in luciferase reporter cells, primary screen, cell-based, NIH3T3, luminescence. 300,000 compounds, 0.77% hits. NIH3T3-HGL HSE-luciferase, MG132-induced, luminescence 8 h; stronger effect = lower value. activity change, negative = inhibition, % at 7.5 µM (by protocol). AID 2098, 2009;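 active = more than half of replicate wells show activity change below -50%, luminescence cut by over half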;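 also: luciferase reports HSF-1 transcriptional activity via heat shock element; 0% = median of DMSO wells and -100% = zero luminescence signal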
HSP90 refold inh: HSP90 inhibitors, primary screen, cell lysate, luminescence; AID 1789, 2009; 290,000 compounds, 0.91% hits; Rabbit reticulocyte lysate, luciferase refolding luminescence, 3 h; inhibition, % at 5.6 µM; Heat shock protein HSP 90 (rabbit reticulocyte lysate; luciferase refolding);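 active = inhibition above the screen-wide mean plus 3 SD, computed separately per campaign, cut at about 16% in these data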;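 also: 0% = DMSO wells and 100% = 60 µM geldanamycin wells; inhibitors lower the luminescence because luciferase stays unfolded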
HIF activator: HIF pathway transcriptional activators, primary screen, cell-based, U2OS HRE-luciferase, luminescence; AID 1910, 2009; U2OS HRE-luciferase reporter; normalized: DMSO 0%, desferrioxamine 100%; activation, % at 7.5 µM (by protocol); 300,000 compounds, 0.32% hits;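 active = mean activation of at least 10% of the iron chelator positive control signal, with at least half of replicates also reaching 10%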
GSK3 alpha inh: blockers of GSK3A enzyme activity – biochemical, luminescence, cell-free homogeneous, HTS, primary screen; GSK-3 alpha kinase, ADP-Glo luminescence, 60 min; inhibition, % at 10 µM; 320,000 compounds, 0.1% hits; AID 2650, 2010;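 in the data active = inhibition above about 50%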;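 also: GST-tagged GSK-3 alpha with peptide substrate and 25 µM ATP; 0% = DMSO neutral wells and 100% = GW8510 positive control wells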
Target sequence (P49840 whole entry, looked up): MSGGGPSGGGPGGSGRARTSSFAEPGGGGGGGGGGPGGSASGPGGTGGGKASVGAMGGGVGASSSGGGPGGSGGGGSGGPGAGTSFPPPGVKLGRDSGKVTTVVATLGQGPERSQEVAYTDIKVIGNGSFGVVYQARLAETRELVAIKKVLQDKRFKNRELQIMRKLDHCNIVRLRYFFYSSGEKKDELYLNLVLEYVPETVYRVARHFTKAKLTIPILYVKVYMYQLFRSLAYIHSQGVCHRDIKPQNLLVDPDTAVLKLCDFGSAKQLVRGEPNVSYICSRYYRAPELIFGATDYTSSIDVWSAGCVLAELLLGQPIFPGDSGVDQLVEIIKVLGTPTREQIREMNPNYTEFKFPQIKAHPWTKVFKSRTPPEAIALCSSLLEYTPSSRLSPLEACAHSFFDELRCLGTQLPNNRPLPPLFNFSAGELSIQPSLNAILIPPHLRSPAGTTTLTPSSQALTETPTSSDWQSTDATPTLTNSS
KLF5 inhibitor: KLF5 expression inhibitors, primary screen, DLD-1 cells, luminescence | DLD-1 KLF5 promoter-luciferase reporter | inhibition, % at 5 µM | 290,000 compounds, 0.23% hits;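 active = inhibition above a per-plate limit of that plate's mean compound inhibition plus 3 SD, cut at about 60% in these data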;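 also: 0% = DMSO wells and 100% = LY294002 at 200 µM; higher means less KLF5 promoter-driven luciferase light; inactives centre near -14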
HSF-1 act: HSF-1 activators, primary screen, NIH3T3-HGL cells, MG132 stress, luminescence, single point; NIH3T3-HGL HSF-1 luciferase reporter, 8 h; 100% = twice DMSO control signal; activation, % at 9 µM; 300,000 compounds, 1.7% hits;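 active = mean replicate activation of at least 50% with a set share of replicates each reaching 50%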;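 also: 0% = median of the neutral control wells and 100% = twice that signal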
AI-2 QS mod: Vibrio harveyi AI-2 quorum sensing modulators, primary screen, JMH597 strain, luminescence/OD600 ratio; activity change, % at 7.5 µM; AID 2094, 2009; 300,000 compounds, 0.4% hits; Vibrio harveyi JMH597 AI-2 luminescence/OD600 ratio, 9 h; stronger effect = lower value; strain lacks LuxN and CqsS sensors; 0 = neutral-control median; in the data active = activity change below about -75%, passing the limit was not always enough;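 also: luminescence divided by OD600 gain over 9 h not by final OD600 alone; inactives centre near 13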
IEC-6 cytotox: cytotoxicity in IEC-6 intestinal epithelial cells, primary screen, cytotoxicity control for KLF5 inhibitor project, cell-based, luminescence; IEC-6 cytotoxicity, luminescence viability; 290,000 compounds, 0.78% hits; inhibition, % at 5 µM; in the data active = inhibition above about 22%;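 also: 0% = plate median of test compound wells and 100% = cytotoxic reference compound wells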
aSyn 5UTR inh: MLPCN primary screen, SNCA 5' untranslated region | inhibition, % (tested at 7.5 µM) | alpha-synuclein 5'UTR reporter, inhibitor activity | AID 1813, 2009 | 300,000 compounds, 0.82% hits; in the data active = inhibition above about 60%;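 also: H4 neuroglioblastoma cells stably carrying SNCA 5'UTR luciferase fusion; 0% = DMSO wells and 100% = positive control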
GSK3B inh: human GSK3beta kinase inhibitors, primary screen, biochemical, cell-free homogeneous, HTS. GST-GSK3beta kinase, ADP-Glo luminescence, 60 min; stronger effect = lower value. Glycogen synthase kinase-3 beta (Homo sapiens), P49841. AID 2097, 2009. activity score (negative = inhibition), % at 10 µM. 300,000 compounds, 0.038% hits;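 active = more than half of replicate wells score below -50%, meaning over 50% inhibition versus plate controls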;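 also: 0% = median DMSO wells and -100% = median GW8510 positive control wells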
Target sequence (P49841 whole entry, looked up): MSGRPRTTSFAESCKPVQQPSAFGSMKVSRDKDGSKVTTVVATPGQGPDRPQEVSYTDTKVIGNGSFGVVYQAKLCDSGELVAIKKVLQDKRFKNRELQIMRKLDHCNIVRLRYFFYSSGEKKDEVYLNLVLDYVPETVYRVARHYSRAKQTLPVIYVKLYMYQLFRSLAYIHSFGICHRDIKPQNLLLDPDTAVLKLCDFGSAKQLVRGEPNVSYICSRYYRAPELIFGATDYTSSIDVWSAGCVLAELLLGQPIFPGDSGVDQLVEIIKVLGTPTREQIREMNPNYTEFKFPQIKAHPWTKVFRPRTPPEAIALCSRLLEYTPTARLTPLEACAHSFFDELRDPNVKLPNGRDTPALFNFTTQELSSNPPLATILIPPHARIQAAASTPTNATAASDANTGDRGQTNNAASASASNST
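Assay system: GST-tagged human GSK3beta kinase, cell-free; Input: 1.6 ng GSK3beta; Medium: Tris/MgCl2 kinase buffer; Timing: 60 min enzyme reaction, room temperature; Signal: ADP-Glo luminescence quantifying ADP generated by kinase; Evaluation: score relative to plate controls; Benchmarks: DMSO neutral wells and GW8510 at 20 µM as positive.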
An asterisk follows results filed as active; / = no result given.

nr	SMILES	HSF-1 act	aSyn 5UTR inh	HSF1 inhib	GSK3 alpha inh	AI-2 QS mod	GSK3B inh	IEC-6 cytotox	HIF activator	KLF5 inhibitor	HSP90 refold inh
1	Cc1ccccc1SC1CCN(Cc2nc(C3CC3)no2)CC1	-6	-17	5	-3	43	4	2	-0.3	-6	-5
2	CNS(=O)(=O)c1ccc2ccccc2c1	-3	-10	1	-2	40	0	6	-0.1	-18	6
3	Cc1cccc(-n2nc3c(c2NC(=O)C(C)C)CSC3)c1	-5	12	-7	0	20	3	-2	-0.4	-25	-2
4	O=C(NCCc1cccs1)C1CC(c2c(Cl)cccc2Cl)=NO1 (stereo unspecified)	6	-17	9	-4	16	-2	-3	-1.0	-27	-1
5	Cc1ccc(-c2cc(C(=O)Nc3cc(C(=O)O)ccc3C)c3ccccc3n2)cc1	-2	-5	0	-1	26	-3	-5	0.0	-10	-2
6	O=C(CSc1nccn1Cc1ccccc1)NC1CCCC1	-2	-24	1	0	6	2	1	-0.1	-36	-2
7	CCc1nnc(NC(=O)C2CC(=O)N(C3CCCCC3)C2)s1 (stereo unspecified)	-18	-7	-10	2	13	0	0	-0.8	-2	-1
8	O=C(CSc1nc2c([nH]c3ccccc32)c(=O)n1-c1ccccc1)N1CCOCC1	-6	10	-9	-3	21	1	-4	-0.1	-12	-3
9	COc1ccccc1CNc1ncnc2nc[nH]c12	3	13	2	2	20	3	6	-0.3	5	-3
10	O=C(CCN1CCOCC1)NNC(=O)Nc1cccc(Cl)c1	-3	-17	2	-2	25	0	-1	-0.6	-21	-8
11	COc1ccc(C(C(=O)NC2CCCCC2)N(C(=O)c2sc(C)nc2C)c2ccccc2)cc1 (stereo unspecified)	-45	-6	-32	0	26	-2	0	-0.2	1	5
12	COc1ccccc1NC(=O)c1ccccc1NC(=O)c1cc(Cl)ccc1NC(=O)c1ccco1	-5	8	5	3	8	-4	-1	-0.3	-19	1
13	CN1C(=O)c2ccc(C(=O)NCc3ccc4c(c3)OCO4)cc2C1=O	1	4	2	-1	0	0	-6	0.0	-12	0
14	O=C(c1ccc(OC(F)(F)F)cc1)c1ncc[nH]1	12	-83	12	-2	21	2	5	-22	-73	-4
15	COc1ccc2nc(N3CCCC(C(=O)NCCCN4CCN(C)CC4)C3)sc2c1 (stereo unspecified)	-8	10	-2	1	12	1	2	1.2	-13	-3
16	O=C(Nc1cccc2nsnc12)c1cccnc1Cl	6	-18	-15	2	12	-1	0	-0.2	12	0
17	CCCC(=O)c1cc2c(cc1NC(=O)CC)OCCO2	12	6	-11	/	2	0	-2	0.0	-6	-4
18	Cc1cccc(NC(=S)N2CCCCC2)c1	22	5	12	0	12	0	-6	1.1	-19	-5
19	O=C(NNC(=O)C12CC3CC(CC(C3)C1)C2)c1ccccc1[N+](=O)[O-]	-7	29	1	-4	13	0	1	-0.2	-6	-5
20	Cc1cc([N+](=O)[O-])ccc1NC(=O)C(C)[n+]1ccccc1 (stereo unspecified)	5	-14	2	-1	1	2	-1	0.6	-15	0
21	Cc1onc(-c2ccccc2Cl)c1C(=O)Nc1nn[nH]n1	/	/	/	-3	/	/	6	/	25	4
22	COc1ccccc1C(=O)n1nc(-c2ccc(Cl)cc2)nc1N	32	-55	10	-2	10	4	4	0.6	-18	2
23	O=C(Nc1nc2ccc([N+](=O)[O-])cc2s1)C1CCCO1 (stereo unspecified)	41	-153	12	-1	-3	-3	-2	0.9	-89	2
24	CC1CCCN(C(=O)COC(=O)c2ccc[nH]c2=O)C1 (stereo unspecified)	24	-23	4	-2	12	2	-2	0.0	-18	3
25	CCOC(=O)Nc1ccc2c(CNC(C)c3ccccc3OC)cc(=O)oc2c1 (stereo unspecified)	-2	13	5	0	27	-3	-2	0.9	-5	2
26	Cn1c(N)c(C(=O)COC(=O)c2ccnc3ccccc23)c(=O)n(C)c1=O	-15	-20	-9	-2	25	-4	3	-4.4	0	1
27	COc1ccccc1CNC(=O)COC(=O)CCC(=O)c1cccs1	-43	19	-28	1	8	-4	-3	0.0	-29	-6
28	CC(=O)n1cc([C@@H]2C=C(C(=O)N3CCOCC3)O[C@H](OCc3ccc(CO)cc3)C2)c2ccccc21	0	-6	4	0	6	1	2	-0.2	2	-3
29	CC(NC(=O)COc1cccc(Br)c1)C(=O)O (stereo unspecified)	/	-5	/	1	12	-2	-7	0.0	-5	1
30	COc1ccc(/C=C(\NC(=O)c2ccccc2)C(=O)N/N=C/c2sccc2C)cc1	97*	6	57	-4	24	3	0	0.0	-22	5
31	C/C(CC(=O)NC12CC3CC(CC(C3)C1)C2)=N\NC(=O)c1ccc(C)cc1	35	-34	16	-1	27	5	4	1.6	-43	3
32	COc1ccc(-c2c3c(cc(C)[n+]2[O-])oc2ccc(OC)cc23)cc1	1	13	7	34	30	-44	5	-0.5	-13	0
33	CC(C)C1OC2(C)OC(=N)C1(C#N)C(C#N)(C#N)C2c1ccccc1 (stereo unspecified)	1	19	3	2	53	-2	4	-0.6	-7	1
34	O=S(=O)(NCc1ccccn1)c1ccc(Cl)s1	18	3	2	-4	25	-1	-6	0.1	-7	1
35	COc1ccc(N(CC(=O)NCc2ccc(Cl)cc2)S(=O)(=O)c2c(C)nn(C)c2C)cc1	28	10	-1	0	-1	2	-6	-0.6	-19	-6
36	COc1ccc(OCC(O)Cn2c(=N)n(CCN3CCCCC3)c3ccccc32)cc1 (stereo unspecified)	/	/	/	-1	/	/	1	/	-24	6

A second format for 2 compounds above:
[28] CC(=O)n1cc([C@@H]2C=C(C(=O)N3CCOCC3)O[C@H](OCc3ccc(CO)cc3)C2)c2ccccc21
  HSF-1 act: 0 | aSyn 5UTR inh: -6 | HSF1 inhib: 4 | GSK3 alpha inh: 0 | AI-2 QS mod: 6 | GSK3B inh: 1 | IEC-6 cytotox: 2 | HIF activator: -0.2 | KLF5 inhibitor: 2 | HSP90 refold inh: -3
[29] CC(NC(=O)COc1cccc(Br)c1)C(=O)O (stereo unspecified)
  HSF-1 act: / | aSyn 5UTR inh: -5 | HSF1 inhib: / | GSK3 alpha inh: 1 | AI-2 QS mod: 12 | GSK3B inh: -2 | IEC-6 cytotox: -7 | HIF activator: 0.0 | KLF5 inhibitor: -5 | HSP90 refold inh: 1

An excerpt from above in order of formula weight, ascending.
nr	SMILES	HSF-1 act	aSyn 5UTR inh	HSF1 inhib	GSK3 alpha inh	AI-2 QS mod	GSK3B inh	IEC-6 cytotox	HIF activator	KLF5 inhibitor	HSP90 refold inh
24	CC1CCCN(C(=O)COC(=O)c2ccc[nH]c2=O)C1 (stereo unspecified)	24	-23	4	-2	12	2	-2	0.0	-18	3
34	O=S(=O)(NCc1ccccn1)c1ccc(Cl)s1	18	3	2	-4	25	-1	-6	0.1	-7	1
23	O=C(Nc1nc2ccc([N+](=O)[O-])cc2s1)C1CCCO1 (stereo unspecified)	41	-153	12	-1	-3	-3	-2	0.9	-89	2
29	CC(NC(=O)COc1cccc(Br)c1)C(=O)O (stereo unspecified)	/	-5	/	1	12	-2	-7	0.0	-5	1
32	COc1ccc(-c2c3c(cc(C)[n+]2[O-])oc2ccc(OC)cc23)cc1	1	13	7	34	30	-44	5	-0.5	-13	0
26	Cn1c(N)c(C(=O)COC(=O)c2ccnc3ccccc23)c(=O)n(C)c1=O	-15	-20	-9	-2	25	-4	3	-4.4	0	1
25	CCOC(=O)Nc1ccc2c(CNC(C)c3ccccc3OC)cc(=O)oc2c1 (stereo unspecified)	-2	13	5	0	27	-3	-2	0.9	-5	2
30	COc1ccc(/C=C(\NC(=O)c2ccccc2)C(=O)N/N=C/c2sccc2C)cc1	97*	6	57	-4	24	3	0	0.0	-22	5
36	COc1ccc(OCC(O)Cn2c(=N)n(CCN3CCCCC3)c3ccccc32)cc1 (stereo unspecified)	/	/	/	-1	/	/	1	/	-24	6
35	COc1ccc(N(CC(=O)NCc2ccc(Cl)cc2)S(=O)(=O)c2c(C)nn(C)c2C)cc1	28	10	-1	0	-1	2	-6	-0.6	-19	-6
28	CC(=O)n1cc([C@@H]2C=C(C(=O)N3CCOCC3)O[C@H](OCc3ccc(CO)cc3)C2)c2ccccc21	0	-6	4	0	6	1	2	-0.2	2	-3

(further entries)
nr	SMILES	HSF-1 act	aSyn 5UTR inh	HSF1 inhib	GSK3 alpha inh	AI-2 QS mod	GSK3B inh	IEC-6 cytotox	HIF activator	KLF5 inhibitor	HSP90 refold inh
37	COc1cc(OC)c(S(=O)(=O)N2CCCCC2)cc1S(=O)(=O)N1CCCCC1	1	24	-7	-1	8	2	3	-0.2	-17	-2
38	CCN(CC)S(=O)(=O)c1cccc(N=NC2=C(O)CCCC2=O)c1	16	14	3	3	26	-1	-2	-0.3	-19	-4
39	COc1ccc(-c2cc(N)n(S(=O)(=O)c3c(F)c(F)c(F)c(F)c3F)n2)cc1OC	-15	-38	-5	/	-6	2	8	1.6	20	-2
40	O=C(c1ccc2c(c1)C(=O)N(Cc1ccco1)C2=O)N1CCOCC1	-9	7	-3	0	24	-20	3	-0.3	-28	2
41	O=S(=O)(c1cc(F)ccc1F)N1CCN(c2ncccn2)CC1	8	-14	10	-2	41	-1	-5	-0.2	-44	-2
42	Cc1c(C)n(Cc2ccccc2)c2ccc(C(=O)NCCN3CCOCC3)cc12	18	8	3	-1	-10	2	-4	-0.2	-1	-4
43	COc1ccc(N(C(=O)c2ccco2)S(=O)(=O)c2cccc([N+](=O)[O-])c2)cc1	27	2	-1	1	-4	0	-1	-0.5	-17	3
44	CSc1ccccc1NC(=O)Nc1cccc(F)c1	38	-82	15	-1	-10	-2	-3	1.4	-30	0
45	COc1cccc(C2/C(=C(\O)c3ccc4c(c3)OCO4)C(=O)C(=O)N2CCN(C)C)c1OC (stereo unspecified)	17	7	1	-2	13	-1	-5	1.1	-5	4
46	O=C(NNC(=S)NCc1ccco1)C(c1ccccc1)c1ccccc1	3	10	0	0	25	3	-10	0.2	-12	2
47	Cc1noc(C)c1CSc1ccc(Br)cc1	0	9	4	-2	12	-1	2	-0.6	-29	0
48	O=C(N/N=C/c1cc2c(cc1Br)OCO2)c1cccnc1	5	-32	1	0	19	-2	6	0.4	-21	0
49	Cc1cc(C(=O)N2CCCC(N3CCN(Cc4ccc5c(c4)OCO5)CC3)C2)n[nH]1 (stereo unspecified)	6	6	-2	-2	3	-1	-7	-0.3	-23	-3
50	CN(C(=O)C12CC3CC(CC(C3)C1)C2)C1CCS(=O)(=O)C1 (stereo unspecified)	-7	-7	-8	3	8	3	-8	-0.5	-19	-1
51	O=C(CSc1nnc2n1CCCN2)c1ccc(Cl)cc1	15	-30	13	-2	7	1	-1	0.1	-6	5

From PubChem BioAssay
